High-throughput results as filed in PubChem BioAssay.
BB579 growth dn = reduces growth of yeast BB579 in restrictive medium | inhibition, % at 10 µM | actives 0.51% (n = 140,000) | S. cerevisiae BB579 growth, OD615, 48 h | AID 804;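 active means inhibition above a set limit, 3 SD over the mean compound inhibition, cut at about 44% in these data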; further: inactives centre near -24
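Test system: Saccharomyces cerevisiae DeaD strain BB579, replicative lifespan model yeast | Buffer or medium: Restrictive CSMM-D medium | Doses: One dose, 10 µM compound with 0.25% DMSO | Incubation: 48 h exposure, 30 °C | Detection: Culture absorbance at 615 nm | Control set: Amphotericin B at 10 µg/mL as positive control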
E-sel TNF inh = TNF alpha driven E-selectin expression inhibition. HUVEC TNFa-induced E-selectin immunofluorescence, high content. inhibition, % at 2 µM. actives 0.71% (n = 120,000). AID 1246;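 active means inhibition above the batch mean plus 3 SD, and confirmed as a hit on visual image review, cut at about 43% in these data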;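 further: 0% = TNF-stimulated DMSO wells and 100% = unstimulated control wells; not every result past the cut was called active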
PTEN del growth = growth suppressors of cells with PTEN tumor suppressor deletion; HCT116 PTEN-null viability, CellTiter-Glo, 60 h; active compounds read low; viability, % at 10 µM; actives 1.2% (n = 140,000); AID 827;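 active means viability at or below a set limit, 4 SD under the median of all tested compounds, cut at about 3.7% in these data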;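 further: PTEN knockout HCT116 line with beta catenin targeted HCT116 as companion control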
Measles CPE = protection of cells from measles virus; Measles virus-infected cells, CPE protection, absorbance; protection (pct of control), % at 4 µM; actives 1.5% (n = 140,000); AID 841; in the data active means protection mostly above about 24%, no sharp cut-off; inactive means mostly below about 26%; further: some compounds called inactive have numbers as strong as hits
Yeast lifespan up = extends the lifespan of yeast; AID 775; S. cerevisiae growth with nicotinamide, OD615; deaD strain in restrictive glucose medium; actives 0.68% (n = 130,000); inhibition of the nicotinamide effect, % at 10 µM;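 active means inhibition above a set limit, placed 3 SD over the median of all compounds, cut at about 26% in these data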;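 further: 0% = nicotinamide-treated wells and 100% = cells grown without nicotinamide; some compounds called inactive have numbers as strong as hits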
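Material: Modified budding yeast, DeaD strain | Medium: Restrictive glucose medium | Probe or stimulus: 1.5 mM nicotinamide | Dosing: Single dose 10 µM compound, 0.25% DMSO | Times: 48 h at 30 °C | Technique: OD615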
bCat KO growth = beta-catenin-lacking colon tumor cell growth suppression; actives 1.5% (n = 140,000); HCT116 beta-catenin knockout viability, CellTiter-Glo, 60 h; active compounds read low; AID 818; viability, % at 10 µM;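 active means viability at or under a set limit, the compound median less 4 SD, cut at about 6% in these data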;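 further: 0% = Hyamine 1622 control at 20 µM and 100% = untreated cell control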
GALR2 antag = antagonists of human galanin receptor 2 (GALR2). O43603. actives 0.39% (n = 140,000). AID 828. GALR2-expressing cells, antagonist mode. inhibition, % at 4 µM; in the data active means inhibition above about 27%;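 further: cells stimulated with galanin 1-16 at roughly its EC80; 0% = agonist challenge control and 100% = basal control without agonist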
Target sequence (O43603 whole entry, looked up): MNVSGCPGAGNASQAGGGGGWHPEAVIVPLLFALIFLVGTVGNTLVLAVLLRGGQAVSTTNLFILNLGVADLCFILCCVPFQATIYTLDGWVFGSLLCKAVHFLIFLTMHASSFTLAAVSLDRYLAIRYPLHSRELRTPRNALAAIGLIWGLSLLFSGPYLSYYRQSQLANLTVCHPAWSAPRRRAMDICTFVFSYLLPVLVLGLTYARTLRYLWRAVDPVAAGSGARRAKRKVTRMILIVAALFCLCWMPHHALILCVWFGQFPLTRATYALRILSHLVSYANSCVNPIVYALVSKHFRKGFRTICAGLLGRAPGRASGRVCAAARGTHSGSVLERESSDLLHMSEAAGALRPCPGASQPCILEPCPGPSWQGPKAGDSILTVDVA
NPY-Y2 antag = blocks the human neuropeptide Y Y2 receptor | P49146 | NPY-Y2 expressing cells, antagonist mode | inhibition, % at 2.7 µM | actives 0.99% (n = 140,000); in the data active means inhibition above about 17%;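 further: 0% = vehicle with agonist challenge and 100% = reference antagonist with challenge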
Target sequence (P49146 whole entry, looked up): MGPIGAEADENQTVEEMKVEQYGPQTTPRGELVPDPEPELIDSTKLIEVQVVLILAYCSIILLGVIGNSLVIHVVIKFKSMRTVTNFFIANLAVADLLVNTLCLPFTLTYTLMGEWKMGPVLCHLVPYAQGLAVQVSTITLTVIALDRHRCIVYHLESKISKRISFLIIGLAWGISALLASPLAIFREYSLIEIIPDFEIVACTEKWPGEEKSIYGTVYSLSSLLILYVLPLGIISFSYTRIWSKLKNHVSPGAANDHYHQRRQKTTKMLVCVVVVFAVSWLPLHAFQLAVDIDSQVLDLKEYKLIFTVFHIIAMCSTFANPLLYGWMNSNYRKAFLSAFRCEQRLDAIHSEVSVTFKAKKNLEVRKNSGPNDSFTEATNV
MRP-1 activ = activates MRP-1. H69AR cells + doxorubicin, viability rescue, CellTiter-Glo. viability increase, % at 10 µM. actives 0.61% (n = 140,000);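 active means viability gain under doxorubicin at or above a set limit, the compound median plus 3 SD, cut at about 4.7% in these data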;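 further: MRP-1 overexpressing cells given doxorubicin 25 µM after compound pretreatment; 18-22 h compound pretreatment then 72 h with doxorubicin before readout; 0% = doxorubicin-only wells and 100% = vehicle-treated cells without doxorubicin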
Phagocyt inh = inhibitors of macrophage phagocytosis. J774A.1 macrophage IgG-bead phagocytosis, imaging. actives 0.07% (n = 110,000). inhibition, % at 5 µM;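 active means inhibition above the mean of the plate negative controls plus 5 SD, cut at about 13% in these data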;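 further: phagocytic index as fraction of beads internalized from green versus red external bead signal; plate controls were DMSO negative control for no effect and cytochalasin-D positive control for full effect; some results beyond the cut were filed as inactive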
Numbers without * were called inactive; . = not tested or not shown.

Order of values – BB579 growth dn	E-sel TNF inh	PTEN del growth	Measles CPE	Yeast lifespan up	bCat KO growth	GALR2 antag	NPY-Y2 antag	MRP-1 activ	Phagocyt inh
[1] Cn1c(NC(=O)c2ccc3c(c2)OCO3)cc(=O)n(C)c1=O
    -8	.	92	6	5	94	8	0	-1.2	.
[2] CN(C)c1ccc(/C=N/n2ncc3ccccc32)cc1
    -3	-50	74	31	-10	76	-1	1	-2.4	-1
[3] COC(=O)c1ccc(NC(=O)CSc2n[nH]c(-c3ccncc3)n2)cc1
    -42	22	107	6	-5	103	16	-2	-0.6	0
[4] CCOC(=O)Cn1nnnc1C(C(C)C)N(Cc1cccs1)Cc1cc2cc(C)ccc2[nH]c1=O (stereo not given)
    -37	-4	43	3	0	61	-20	11	-2.4	0
[5] CCOC(=O)Nc1ccc2c(c1)N(C(=O)C(C)N1CCCC1)c1ccccc1CC2 (stereo not given)
    -9	-3	85	15	-10	79	11	1	-4.4	0
[6] O=C(CN(c1ccccc1F)S(=O)(=O)c1ccccc1)NC1CCCCCC1
    -28	19	87	24	-4	84	-12	5	0.3	-1
[7] CCCn1c(-c2cccs2)nc2nc3ccccc3nc21
    -40	-5	79	3	-32	71	-4	3	-4.8	-3
[8] O=C(COc1ccc(Cl)cc1)NCCSc1ccccc1
    -34	-50	94	24	-10	95	1	2	-0.7	-1
[9] CCN(CC)C(=O)C(=O)N/N=C/c1ccc(C(=O)O)cc1
    -9	.	90	12	2	101	-1	3	-0.2	.
[10] COC1(OC)N=C(N)C2(C#N)C(c3cccc(Oc4ccccc4)c3)C12C#N (stereo not given)
    -30	.	90	14	-14	91	-11	3	-2.5	-3
[11] Cc1cccn2cc(CCNC(=O)c3ccc(Br)o3)nc12
    -53	.	112	15	-5	105	-9	0	-0.6	0
[12] Cc1ccc(Cc2cnc(NC(=O)C3CCCO3)s2)cc1 (stereo not given)
    -42	27	88	14	-28	84	1	3	-2.0	-5
[13] COC(=O)c1ccccc1S(=O)(=O)C(C)(C)C
    -22	12	95	18	.	95	11	6	-0.8	.
[14] CCNC(=S)NNC(=O)c1ccccc1Cl
    -47	.	95	4	2	96	-7	3	-0.9	-2
[15] O=C(Cn1nc(-c2ccc(Cl)cc2)c2ccccc2c1=O)Nc1cccnc1
    -28	-9	83	7	-4	82	-11	4	-0.7	0
[16] COc1ccc(NC(=O)c2cccnc2NCCc2ccccc2)cc1
    -1	19	90	6	-8	90	0	3	0.7	-9
[17] Cc1ccc(OC(=O)c2cc(=O)c3ccccc3o2)cc1
    3	.	102	29	3	103	13	0	-0.4	0
[18] CCS(=O)(=O)N1CCN(c2ccc(Cl)cc2[N+](=O)[O-])CC1
    -35	.	91	18	20	90	1	2	-0.8	1
[19] CCOc1ccc(CN2CCN(C(=O)c3cccc(F)c3)CC2)cc1
    -9	-10	61	4	.	47	-8	4	-3.3	.
[20] COc1cccc(NC(=O)CSCC(=O)O)c1
    -22	-3	101	0	-8	100	-6	4	0.3	-1
[21] COC(=O)N1[C@H](C)C=C[C@]1(Cc1ccccc1)C(=O)O
    -34	96*	90	9	2	103	-5	1	-1.3	.
[22] COc1ccccc1NC(=O)CN1C(=O)NC(CC(C)C)C1=O (stereo not given)
    -104	-3	95	1	0	91	-5	2	-0.9	0
[23] CCN(CC)S(=O)(=O)c1cccc(-c2nnc(SCc3ncc(-c4ccccc4)o3)n2C)c1
    -43	.	52	5	-21	42	-14	1	-3.5	-2
[24] CC(C(=O)Nc1ccc2nccnc2c1)N1C(=O)C2C3C=CC(C3)C2C1=O (stereo not given)
    -20	.	97	-1	-10	96	9	2	-0.5	0
[25] O=C(CSc1nnc(-c2cccnc2)n1Cc1ccco1)c1ccc(Br)cc1
    22	12	97	5	-10	93	-13	7	-1.3	-1
[26] Cc1cc(C)n(C(=O)CNC(=O)C2COc3ccccc3O2)n1 (stereo not given)
    1	.	98	6	-1	97	-9	6	-2.2	.
[27] O=C(CSc1nc(Nc2ccccc2)nc(N2CCOCC2)n1)N1CCc2ccccc21
    -23	-10	60	16	-19	68	-4	2	-1.5	0
[28] COc1cc(NC(=O)c2nnn(Cc3ccc(SC)cc3)c2N)cc(OC)c1
    -20	.	75	16	-5	85	-11	-1	-1.0	0
[29] O=C1c2ccccc2C(O)(c2ncc[nH]2)N1CCc1ccccc1 (stereo not given)
    -11	-1	96	27	-8	98	0	-1	0.6	0
[30] COc1ccc(/C=C/C(=O)c2c(C)nc3ccccn23)cc1
    -43	-22	56	19	-22	40	15	4	-4.8	-3
[31] COc1ccc(CCNC(=O)CCn2cccc2)cc1OC
    9	.	87	6	-13	81	-1	-1	-1.0	-1
[32] Cc1ccc2c(c1)-c1nc3ccccc3cc1C2=NC1CCCCC1
    47*	23	2.8*	18	-10	8	2	2	-5.2	-8
[33] CCn1nnnc1SCC(=O)c1ccc(NC(C)=O)cc1
    -28	14	89	22	-8	89	-3	0	-1.7	0
[34] Cc1c(NC(=S)NC(=O)C(c2ccccc2)c2ccccc2)cccc1C(=O)O
    -27	52	103	6	8	97	-8	1	-1.9	2
[35] O=C(Nc1nnc(-c2ccccc2)s1)c1cc(S(=O)(=O)N2CCOCC2)c(Cl)cc1Cl
    -23	.	65	2	-6	35	-16	0	0.6	-1
[36] Cc1cc(NC(=O)CSc2ccc3nnc(-c4cccc(F)c4)n3n2)no1
    -52	-6	99	14	-4	96	1	0	-2.7	0
[37] O=C(Nc1cccc(NS(=O)(=O)c2ccc(S(=O)(=O)NC3CC3)cc2)c1)c1ccccn1
    -28	-16	103	17	-9	96	18	-1	-0.6	-2
[38] COC(=O)c1nn(-c2ccc(OC)cc2)c(=O)cc1Oc1ccccc1
    -21	-3	98	4	-19	71	-3	-2	-2.8	3
[39] CCOC(=O)C(C)Oc1ccc(=O)n(-c2ccccc2)n1 (stereo not given)
    -12	-2	87	8	-11	91	1	3	-2.9	0
[40] Cn1c2c(c(=O)n(C)c1=O)C(C(F)(F)F)(C(F)(F)F)N=C(C1CCCCC1)N2
    -24	-1	86	4	-1	83	-7	0	-2.3	-5
[41] O=C(CSCc1ccc(Cl)cc1)N/N=C/c1ccc(OCC(=O)Nc2ccccc2)cc1
    -17	-33	91	24	-15	82	9	-3	3.8	0
[42] CCOC(=O)c1cc(NC(=O)CSc2nnc(CN3CCOCC3)n2C)ccc1Cl
    -42	9	100	5	.	99	5	1	1.4	.
[43] Cc1ccc(N=Nc2c(N)[nH]n3c(=O)c4c(nc23)CCCC4)cc1
    -15	.	23	11	-14	27	5	0	-1.3	.
[44] Cc1ccc(C(=O)c2ccc([N+](=O)[O-])cc2)cc1
    18	-4	98	14	-7	98	-15	-1	-1.0	.
[45] CCC(C)NC(=O)C1c2cc(OC)c(OC)cc2C(=O)N(C)C1c1cccs1 (stereo not given)
    -30	.	99	14	-28	91	-4	0	-2.3	.
[46] COc1ccccc1NC(=S)NCCSc1ccc(C)cc1
    -27	-24	97	18	-6	90	12	6	-1.0	-9
[47] CCc1nc(SCC(=O)N2CCN(C(=O)c3ccco3)CC2)c2c3c(sc2n1)CCCC3
    -5	-23	43	8	-3	48	-2	0	-2.5	0
[48] Cc1ccc(C)c(OCc2ccc(C(=O)N3N=C(C(F)F)CC3(O)C(F)F)o2)c1 (stereo not given)
    -65	0	93	4	6	90	-4	10	-0.3	0
[49] Cc1cc(C(=O)Nc2nnc(C3CCCCC3)s2)no1
    -8	8	93	2	-6	99	-6	5	-2.3	-2
[50] Cc1cccc(C(=O)NC(=S)Nc2ccc(S(=O)(=O)N(C)c3ccccc3)cc2)c1
    -38	19	87	12	-4	94	0	8	0.5	-2
[51] COc1ccc(CN(CCC(c2ccccc2)c2ccco2)C(=O)c2ccco2)cc1 (stereo not given)
    -24	.	79	19	2	89	-1	5	-1.3	.
[52] COc1cccc(CSc2nc3cc4c(cc3cc2C)OCCO4)c1
    -35	.	65	15	-3	73	-10	2	-2.1	-10
[53] COc1ccc(OC)c(NC(=O)COC(=O)CNC(=O)c2ccc(OC)c(OC)c2)c1
    14	.	106	7	-19	100	-6	3	-2.8	0
[54] CCc1nnc(SCc2ccc(OC(C)C)cc2)n1N
    -1	7	107	9	-1	110	-2	3	-1.0	.
[55] CC(C)[C@H](NC(=O)NC1CCCc2ccccc21)C(=O)O (stereo not given in full)
    -12	-23	93	20*	-7	92	-2	3	-3.2	-1
[56] Nc1nc(SCc2ccc(Cl)cc2)ns1
    15	.	83	24	-10	75	8	3	0.0	-1
[57] Clc1ccccc1CN(Cc1ccccc1)c1ncnc2nc[nH]c12
    -21	-12	101	7	32	95	-1	-2	-0.3	-2
[58] CN(C)C(=O)NC(Nc1ccc(Cl)cc1Cl)C(Cl)(Cl)Cl (stereo not given)
    9	.	91	11	1	86	-5	4	-3.7	-1
[59] CCCCc1ccc(NC(=O)CN2NS(=O)(=O)c3ccccc3C2=O)cc1
    -44	-25	83	0	-14	97	-6	1	-0.8	-1
[60] COc1ccc(NC(=O)N2CCC(n3nnc4cc(C)ccc43)CC2)cc1
    -6	-18	91	20	.	97	10	-1	-1.4	.

Following part:
Order of values – BB579 growth dn	E-sel TNF inh	PTEN del growth	Measles CPE	Yeast lifespan up	bCat KO growth	GALR2 antag	NPY-Y2 antag	MRP-1 activ	Phagocyt inh
[61] CC(C)c1ccc(Nc2cnn(C34CC5CC(CC(CC(=O)O)(C5)C3)C4)c(=O)c2Cl)cc1
    -43	14	96	4	-3	97	-10	-3	-0.4	.
[62] Cc1ccc(C(=O)Nc2cc(C)c(OCC(=O)N3CCOCC3)c(C)c2)cc1
    4	-7	101	7	-7	100	-21	2	-0.8	.
[63] COc1ccc(-c2nc3c4ccccc4[nH]c(=O)n3n2)cc1
    2	3	82	17	-5	92	-2	3	-4.4	-1
[64] COc1ccccc1N1CCN(C(=O)Cn2nc(C(F)(F)F)c3c2CCC3)CC1
    -37	-1	93	5	-7	96	7	4	-2.9	0
[65] CC(=O)N(Cc1cccs1)C1CCOC(C)(C)C1 (stereo not given)
    10	-61	100	20	-10	97	2	6	-0.4	0
[66] COc1ccc(OC)c(Nc2ncnc3c2cnn3-c2cccc(C)c2)c1
    -30	-2	26	3	.	25	17	4	-4.6	.
[67] CN(c1ccccc1)S(=O)(=O)c1ccc(NC(=O)C2CCCCC2C(=O)O)cc1 (stereo not given)
    -17	-50	93	1	-9	108	-6	2	-2.3	.
[68] OCC(C#CCN1CCCCC1)NCc1ccccc1 (stereo not given)
    -21	6	103	11	-14	105	18	3	-1.4	-1
[69] O=c1cc(Nc2ccc3c(c2)OCO3)[nH]c(=O)n1-c1ccc(Br)cc1
    -55	-27	97	18	-4	82	0	0	-3.1	.
[70] COc1ccc(S(=O)(=O)Nc2ccccc2C(=O)NCc2ccco2)cc1
    -5	-27	90	2	-3	110	0	1	-2.1	0
[71] CC(NC(=O)CSC(=S)N(C)C)C12CC3CC(CC(C3)C1)C2 (stereo not given)
    -37	-39	80	9	12	88	-13	1	-3.8	-6
